Pol beta inh: blocks human DNA polymerase beta activity. P06746. Pol beta primer extension/strand displacement, fluorescence kinetic. Potency, µM (series often up to 114 µM), inactives show at the top dose activity change, negative = inhibition, usual class: inhibitors. 340,000 tested, 1.3% active. AID 485314; further: on the % scale 0 is the no-effect control and ±100 the full control effect
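Reaction started by 50 nM substrate onto compound-treated Pol beta (10 nM, 15 min preincubation, room temperature); plates read at 0 min and 10 min. Normalized concentration-effect data fitted by four-parameter Hill equation.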
BAZ2B block: inhibitors of human BAZ2B bromodomain; Potency, µM (doses to about 114 µM), for the others: top-dose activity change, negative = inhibition, usual class: inhibitors; AlphaScreen BAZ2B-H3K14Ac peptide displacement; 360,000 tested, 4.4% active; AID 504333; Q9UIF8; further: on the % scale 0 is the no-effect control and ±100 the full control effect; nearly all actives have a fitted effect of over 60% in size
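Compounds, titrated to a top concentration of 110 uM, were incubated 30 min at room temperature with preformed BAZ2B/acetyl-K14 H3 peptide complex (50 nM each). Proximity signal was measured by AlphaScreen after 20 min with beads.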
Anesthetic bind: binds horse apoferritin like a general anesthetic. Potency, µM (highest dose often 77.5 µM), inactives show at the highest dose activity change, negative = displacement, actives largely listed as inhibitors. 350,000 tested, 0.074% active. apoferritin/1-aminoanthracene competitive binding, fluorescence. P02791; further: on the % scale 0 is the no-effect control and ±100 the full control effect; nearly all actives have a fitted effect of over 20% in size
Target sequence (P02791 2-175 limits assumed): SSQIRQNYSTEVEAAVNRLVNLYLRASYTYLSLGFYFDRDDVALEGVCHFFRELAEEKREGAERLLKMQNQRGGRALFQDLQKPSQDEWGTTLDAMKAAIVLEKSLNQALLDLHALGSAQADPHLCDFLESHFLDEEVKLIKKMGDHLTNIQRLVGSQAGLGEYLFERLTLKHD
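Probe: 1-aminoanthracene (50% saturated, PBS). Protein: horse-spleen apoferritin, 10 uM. Incubation: 10 min, room temperature. Detection: 380 nm excitation, 535 nm emission. Analysis: normalized response, four-parameter Hill.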
APE1 inh: blocks human APE1 abasic DNA cleavage. recombinant APE1, TAMRA/BHQ-2 abasic DNA cleavage fluorescence. P27695. Potency, µM (titrated, usually from 65.8 µM), without a hit: top-dose activity change, negative = inhibition, usual class: inhibitors. 350,000 tested, 0.35% active;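 further: plate controls were vehicle for no effect and reference inhibitor for full effect; nearly all actives have a fitted effect of over 55% in size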
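Step 1: APE1 (0.75 nM) with compound, 15 min RT. Step 2: add 50 nM fluorophore/quencher THF duplex. Step 3: three fluorescence reads 60 s apart (525/598 nm); read 3 minus read 1 = reaction progress.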
G9a block: blocks human histone lysine methyltransferase G9a; G9a H3K9 monomethylation, AlphaScreen, 2 h; Q96KQ7; Potency, µM (doses to about 102 µM), inactives show top-dose activity, negative = inhibition, most hits filed as inhibitors; 350,000 tested, 8.8% active; further: on the % scale 0 is the no-effect control and ±100 the full control effect; nearly all actives have a fitted effect of over 75% in size
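Quantitative HTS format: methyltransferase activity on a biotin-tagged H3K9 peptide is measured by AlphaScreen, using a rabbit anti-monomethyl-H3K9 antibody with streptavidin donor and anti-IgG acceptor beads. Final levels are 20 nM enzyme, 500 nM peptide, 20 uM SAM; 2 h RT.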
BLM inh: blocks DNA unwinding by human BLM helicase | P54132 | recombinant BLM DNA unwinding, fluorescence dequenching | Potency, µM (series often up to 56.1 µM), for the others: at the highest dose activity change, negative = inhibition, hits mostly inhibitors | 350,000 tested, 0.2% active | AID 2528;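 further: plate controls were vehicle for no effect and no enzyme for full effect; nearly all actives have a fitted effect of over 35% in size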
POLI inh: inhibitors of human DNA polymerase iota; Q9UNA4; Pol iota fluorescent replication assay, 10 min; Potency, µM (highest dose often 115 µM), for inactives: top-dose activity, negative = inhibition, hits mostly inhibitors; 390,000 tested, 1% active; AID 588590
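Fluorescent replication assay read twice, at 0 min and 10 min after adding 50 nM (final) substrate. Enzyme (10 nM) and compounds were first incubated 15 min at room temperature; enzyme-free buffer wells were negative controls.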
Pol eta inh: DNA polymerase eta (human) inhibition; Q9Y253; recombinant Pol eta, fluorescent DNA replication assay; Potency, µM (series often up to 114 µM), for the others: at the highest dose activity change, negative = inhibition, usual class: inhibitors; 390,000 tested, 1.2% active; AID 588591; further: on the % scale 0 is the no-effect control and ±100 the full control effect
Target sequence (Q9Y253 whole entry, looked up): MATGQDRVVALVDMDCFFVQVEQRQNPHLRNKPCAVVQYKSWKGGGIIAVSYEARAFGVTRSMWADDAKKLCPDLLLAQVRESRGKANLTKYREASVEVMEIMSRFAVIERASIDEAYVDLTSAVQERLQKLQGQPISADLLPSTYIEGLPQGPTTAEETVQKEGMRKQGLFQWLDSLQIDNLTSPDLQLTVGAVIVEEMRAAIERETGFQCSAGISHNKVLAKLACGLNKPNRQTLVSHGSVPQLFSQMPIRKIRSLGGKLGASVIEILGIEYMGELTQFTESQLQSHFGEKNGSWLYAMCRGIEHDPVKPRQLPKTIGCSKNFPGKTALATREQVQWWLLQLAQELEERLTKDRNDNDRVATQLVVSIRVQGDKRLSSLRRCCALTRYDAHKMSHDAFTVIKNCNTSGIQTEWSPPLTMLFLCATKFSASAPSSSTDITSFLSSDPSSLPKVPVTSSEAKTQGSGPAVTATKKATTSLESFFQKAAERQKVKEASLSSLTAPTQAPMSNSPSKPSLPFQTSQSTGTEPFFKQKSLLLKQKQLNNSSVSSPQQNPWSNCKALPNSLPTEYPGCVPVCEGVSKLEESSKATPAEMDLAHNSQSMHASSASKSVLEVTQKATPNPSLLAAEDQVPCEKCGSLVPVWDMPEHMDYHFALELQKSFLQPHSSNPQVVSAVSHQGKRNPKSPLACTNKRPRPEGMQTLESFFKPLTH
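Fluorescent replication assay: 50 nM final substrate added after a 15 min room-temperature compound preincubation with 10 nM enzyme. Signal taken at 0 min and again at 10 min.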
POLK inh: inhibitors of human DNA polymerase kappa; Potency, µM (titrated, usually from 107 µM), inactives show at the top dose activity, negative = inhibition, usual class: inhibitors; 400,000 tested, 0.53% active; purified Pol kappa, fluorescent DNA synthesis assay, 10 min; Q9UBT6; AID 588579; further: on the % scale 0 is the no-effect control and ±100 the full control effect
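Activity was followed as the change in fluorescence between reads at 0 and 10 min after starting the reaction with 50 nM substrate. Beforehand, 10 nM polymerase had been preincubated with compound for 15 min at room temperature.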
Active calls of the source: *; ? = inconclusive; / = no result given; [ ] = another dose, or the depositor's remark. The call rests on the fitted dose curve; in most records, active means well fitted curve in the direction sought with a large enough effect; inconclusive means small, poorly fitted or top-dose-only effect, or another doubt; inactive means no such curve, though single readings can be large; an effect the other way counts as inactive or inconclusive. Potency means the concentration at half of the fitted maximal effect. This is a subset. The share of hits here may be higher or lower than overall.

| Molecule | Pol beta inh | BAZ2B block | Anesthetic bind | APE1 inh | G9a block | BLM inh | POLI inh | Pol eta inh | POLK inh |
| --- | --- | --- | --- | --- | --- | --- | --- | --- | --- |
| NS(=O)(=O)c1ccc(CCNc2nc3c(-c4cccc(F)c4)nnn3c3ccc(Cl)cc23)cc1 | ? | ? | -1% | / | -26%[59 µM] | -21% | 34%[activator] | 89µM* | 3% |
| COc1ccc(-c2nnc3n2N(C(C)=O)C(c2ccc(Cl)c(Cl)c2)=C(C(C)=O)S3)cc1 | -1% | -3% | 0% | / | 3%[59 µM] | -4% | 3% | -8% | -12%[60.1 µM] |
| O=[N+]([O-])c1cc(-c2cnc3ccccc3n2)ccc1Oc1ccc(Br)cc1 | 30% | ? | -13% | -4% | ? | -5% | 26% | 2% | -10% |
| CC(=O)Nc1ccc(S(=O)(=O)NC2CC3CCC2C3)cc1 (stereo not drawn) | -9% | 10% | -20% | 20% | 23%[0.501 µM] | -6% | -11% | -2% | -2% |
| Cc1cs/c(=N\N=C\c2ccccc2)n1Cc1ccco1 | -19% | 13µM* | 54%[activator] | 12% | 14µM* | -1% | 36% | -24% | -9% |
| O=C(NC1CCN(S(=O)(=O)c2ccccc2)CC1)c1cccc(F)c1 | 23% | ? | -6% | -2% | / | -1% | 77%[activator] | -17% | 1% |
| O=C(c1ccc2[nH]ccc2c1)N1CCCC(Nc2ccccc2)C1 (stereo not drawn) | 1% | ? | -11% | -19% | -2% | -3% | -16% | -1% | -4% |
| O=C(CSc1cccc[n+]1[O-])Nc1cc(S(=O)(=O)N2CCOCC2)ccc1Cl | -28% | -7% | -2% | 5% | -17%[59 µM] | -3% | 72%[activator] | -11% | 2% |
| COCC1CCCC1OS(N)(=O)=O (stereo not drawn) | 0% | -9% | -14% | 23% | -2% | 2% | 4% | -6% | -13% |
| Nc1ccccc1C(=O)NCc1ccc(Cl)cc1 | -8% | -5% | ? | -7% | -3% | -2% | 15% | -8% | -11% |
| Cc1ccccc1NC(=O)CC(O)(C(F)(F)F)C(F)(F)F | 1% | -2% | ? | 0% | 19% | -4% | 27% | -17% | -4% |
| O=C(NCCc1ccc(Cl)cc1)c1cccn1-c1nnc(N2CCCCC2)s1 | 9% | -22% | -13% | / | 2%[59 µM] | -4% | -10% | -8% | -3% |
| CC(CC(=O)NNC(=O)c1cccc(Cl)c1)c1ccccc1 (stereo not drawn) | 34% | -10% | -6% | 1% | 1% | -4% | 4% | -18% | 1% |
| COc1cc2c(cc1OC)CN(CC(=O)Nc1ccc(Cl)cc1Cl)CC2 | -3% | ? | 4% | -14% | 36%[0.501 µM] | -17% | 149%[activator] | -19% | -11% |
| Nc1cc(-c2ccccc2)nn1S(=O)(=O)c1ccc(Br)cc1 | 2% | -7% | -19% | 0% | 50µM* | -6% | 7% | -15% | 5% |
| CC1CC=C(c2ccccc2)C(=S)N1 (stereo not drawn) | 24% | -18% | 4% | -1% | / | 3% | 52%[activator] | -7% | 0% |
| Cc1ccc(N=Cc2sccc2C)cc1C | 12% | 3% | -3% | -2% | -11%[59 µM] | -1% | 32%[activator] | -23% | -8% |
| COc1ccc(OC)c(NC(=O)CN2C(=O)CC(C)Sc3ccccc32)c1 (stereo not drawn) | 18% | -15% | -11% | / | 5%[59 µM] | -2% | 30% | -19% | -13% |
| O=C(CSc1nnc(-c2cccc(Cl)c2)o1)Nc1ccc2c(c1)OCCO2 | 0% | 1% | -1% | 15% | -5%[59 µM] | -16% | 6% | -15% | -15% |
| COCCn1c(SCC(=O)NC2CCCC2)nc2c(c1=O)SCC2 | 2% | -32% | -6% | 11% | 29% | 1% | 8% | -6% | -17% |

Next results:
Fields – Pol beta inh, BAZ2B block, Anesthetic bind, APE1 inh, G9a block, BLM inh, POLI inh, Pol eta inh, POLK inh
COc1cccc2cc(-c3nc(Nc4cccc(C)c4C)sc3C)c(=O)oc12
 : 3%, -9%, -22%, /, 9%[59 µM], -1%, 28%, -23%, -10%[60.1 µM]
CN(C(=O)C(Cl)Cl)C1CC2C=CC1C2 (stereo not drawn)
 : -1%, 0%, ?, ?, -2%, -3%, 35%[activator], -9%, 5%
Fc1ccccc1OCCCCn1cncn1
 : 13%, 1%, 1%, -3%, -3%[59 µM], 5%, 15%, -2%, 0%
CCN(CC)CC(=O)N1c2ccccc2CCc2ccc(NC(=O)c3cc(OC)c(OC)c(OC)c3)cc21
 : 1%, -16%, 7%, -3%, ?, -1%, 64%[activator], -25%, 0%
CCOc1ccc(C(=O)C[n+]2cccc3cc(C)ccc32)cc1
 : 23%, 1%, -10%, -8%, ?, -6%, 18%, -4%, -6%
CCC(=O)NNC(=O)CCC(=O)Nc1ccccc1
 : 41%, -8%, -5%, 2%, 2%, -1%, /, /, /
O=C(Nc1cccc(O)c1)c1cccc(C(=O)Nc2cccc(O)c2)c1
 : 40%, -10%, ?, -8%, /, -11%, 31%, -14%, -3%
Cc1ccccc1Cn1cc(NC(=O)c2cc(-c3ccco3)on2)cn1
 : ?, -19%, -24%, 2%, 10%[59 µM], 3%, 25%, -4%, 13%
CC(C)(C)c1ccc(S(=O)(=O)N2CCN(C3CCCC3)CC2)cc1
 : 17%, 1%, 0%, 36%, 5%, -4%, -1%, -1%, -10%
COc1cc(C)ccc1S(=O)(=O)n1nc(C)cc1C
 : 20%, 2%, -9%, -5%, 8%, -1%, 48%[activator], -14%, 2%
Cc1cccc(NC(=O)c2oc3ccc(S(=O)(=O)N(C)C4CCCCC4)cc3c2C)c1C
 : 2%, -4%, -6%, /, 14%[59 µM], -6%, -3%, -15%, -10%[60.1 µM]
COc1ccc2c(CC(=O)NNC(=O)c3ccc(C)cc3)coc2c1
 : /, /, /, -1%, /, /, 33%[activator], -10%, -3%
COCCn1ccc(O)c(Cc2ccccc2)c1=O
 : 2%, -3%, 10%, -2%, 3%, 0%, 2%, -15%, -1%
COc1cc(C)c(CN2CCN(CC(=O)Nc3ccccc3C(=O)NC3CC3)CC2)cc1OC
 : /, -5%, /, -14%, 9%[12.7 µM], /, 1%, -16%, -6%
COc1ccc(C(CNC(=O)CCNC(=O)c2ccc(Br)cc2)N2CCOCC2)cc1 (stereo not drawn)
 : /, 10%, /, 3%, 8%, /, 33%[activator], -7%, 7%
O=C(Nc1ccc([N+](=O)[O-])cc1)Nc1ccc2[nH]c(=O)[nH]c2c1
 : -10%, ?, -14%, ?, /, -24%, 79%[activator], -14%, -22%
O=C(CNC(=O)c1ccc(S(=O)(=O)N2CCCC2)cc1)N/N=C/c1ccco1
 : 4%, -13%, -13%, 0%, 7%, 0%, 4%, 2%, -6%
COC(=O)c1c(NC(=O)Cc2coc3cc(C)cc(C)c23)sc2c1CCC2
 : 30%, -18%, -4%, /, -26%[59 µM], -4%, 15%, -8%, -4%
O=S(=O)(NC1CCCCCCC1)c1ccccc1F
 : -1%, 9%, ?, 30%[12.4 µM], -6%[59 µM], -4%, 8%, -21%, 1%
CCN(CC(=O)Nc1ccccc1C(F)(F)F)C(=O)CCc1ccccc1
 : 7%, -2%, 1%, 33%, -13%, -6%, 42%[activator], -10%, -5%
Cc1cc(CSCc2ccc(Cl)cc2)no1
 : 5%, 73%[activator], -19%, 5%, 40%[0.501 µM], -5%, 4%, -9%, -11%
Cc1c(C(=O)NCC2COc3ccccc3O2)oc2ccc(S(=O)(=O)N(C)C3CCCCC3)cc12 (stereo not drawn)
 : 27%, 0%, -17%, 20%, -8%[59 µM], -21%, -7%, -16%, -13%
O=C(CN1C(=O)CSc2ccc(S(=O)(=O)N3CCCC3)cc21)NCc1ccc(F)cc1Cl
 : -2%, -6%, 5%, /, 2%[59 µM], -4%, 19%, -13%, -11%[60.1 µM]
O=C(O)c1ccc(CSc2nc3ccc(N4C(=O)C5C6C=CC(C6)C5C4=O)cc3s2)cc1 (stereo not drawn)
 : 2%, -22%, -9%, 1%, -40%[59 µM], -11%, ?, 28µM*, -12%
Cc1noc2ncnc(Oc3cc(Cl)ccc3Cl)c12
 : 7%, 6%, -2%, 9%, -13%, -7%, 24%, 5%, -5%
CCOC(=O)N1CCC(NC(=O)C2CCC(CNS(=O)(=O)c3ccc(OC)cc3)CC2)CC1 (stereo not drawn)
 : 1%, 2%, -5%, 1%, 5%, 1%, 7%, -10%, -10%

5 entries from above, ordered by molar mass, lowest first.
Fields – Pol beta inh, BAZ2B block, Anesthetic bind, APE1 inh, G9a block, BLM inh, POLI inh, Pol eta inh, POLK inh
Cc1ccc(N=Cc2sccc2C)cc1C
 : 12%, 3%, -3%, -2%, -11%[59 µM], -1%, 32%[activator], -23%, -8%
Cc1noc2ncnc(Oc3cc(Cl)ccc3Cl)c12
 : 7%, 6%, -2%, 9%, -13%, -7%, 24%, 5%, -5%
CCOc1ccc(C(=O)C[n+]2cccc3cc(C)ccc32)cc1
 : 23%, 1%, -10%, -8%, ?, -6%, 18%, -4%, -6%
Nc1cc(-c2ccccc2)nn1S(=O)(=O)c1ccc(Br)cc1
 : 2%, -7%, -19%, 0%, 50µM*, -6%, 7%, -15%, 5%
CCOC(=O)N1CCC(NC(=O)C2CCC(CNS(=O)(=O)c3ccc(OC)cc3)CC2)CC1 (stereo not drawn)
 : 1%, 2%, -5%, 1%, 5%, 1%, 7%, -10%, -10%

Screens as filed in PubChem BioAssay.
